Polio RdRp inh: inhibitors of poliovirus RNA polymerase binding and polymerization. AID 588519. % elongation, % (compound at 16.7 µg/mL). poliovirus polymerase elongation, fluorescence polarization; hits give low values. 150,000 compounds, 0.66% hits; in the data active means % elongation below about 90%; further: some results filed as inactive read as strong as hits
Target sequence (P03300 1749-2209 limits assumed): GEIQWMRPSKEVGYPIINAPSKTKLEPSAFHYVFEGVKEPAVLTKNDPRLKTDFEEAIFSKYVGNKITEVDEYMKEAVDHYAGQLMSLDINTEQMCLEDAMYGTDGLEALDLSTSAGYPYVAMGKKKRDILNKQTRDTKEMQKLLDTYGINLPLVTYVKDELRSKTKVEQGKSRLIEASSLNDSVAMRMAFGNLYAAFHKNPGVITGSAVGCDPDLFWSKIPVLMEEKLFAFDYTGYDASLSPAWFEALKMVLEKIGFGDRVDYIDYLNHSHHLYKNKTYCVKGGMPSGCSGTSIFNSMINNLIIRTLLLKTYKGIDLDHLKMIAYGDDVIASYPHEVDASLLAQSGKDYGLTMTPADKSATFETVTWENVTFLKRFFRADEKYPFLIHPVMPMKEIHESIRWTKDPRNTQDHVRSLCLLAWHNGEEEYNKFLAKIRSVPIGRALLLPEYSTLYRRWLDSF
Polio RdRp inh FP z-score: recorded beside Polio RdRp inh, whose call it bears; z-score; measured here: FP z-score; hits read low
Active calls of the source: *.

SMILES	Polio RdRp inh	Polio RdRp inh FP z-score
CC(C)C(C)(C#N)Nc1ccccc1 (stereo unspecified)	106	0.3
C/C(=N\NC(=O)O)c1ccc(Oc2ccccc2)cc1	102	0.4
CCOc1ccc(NC(=O)CC2C(=O)N(c3ccccc3)C(=O)N2Cc2cccc(OC)c2)cc1 (stereo unspecified)	110	0.6
CCOC(=O)c1c(C)c(-c2ccccc2)n(CC(=O)Nc2cccc(F)c2)c1C	106	0.4
O=S(=O)(NN1CCOCC1)c1ccc2ccccc2c1	101	-0.2
COc1ccc(OC)c(CNc2ncnc3c2nc2n3CCCC2)c1	109	0.5
CC(C)(C)NC(=O)[C@@H]1Cc2ccccc2CN1	100	-0.5
Cc1oc2c(c1C(=O)N1CCc3ccccc31)C1=NCCN1C=N2	101	0.2
O=C1C(c2ccccc2)=Nc2ccccc21	99	-0.9
Cc1cc(C)n(C(C)CC(=O)NC2CCC(C)CC2)n1 (stereo unspecified)	103	1.1
CC(C)c1ccc(NC(=O)C(Cc2ccccc2)NS(=O)(=O)c2ccc3c(c2)CCC(=O)N3)cc1 (stereo unspecified)	107	0.4
COc1cc(C2NC(=O)c3c(sc4c3CCN(C)C4)N2)cc(OC)c1OC (stereo unspecified)	113	0.3
O=C(NCc1ccco1)Nc1c[nH]c2ccc(F)cc2c1=O	101	-0.2
O=C(COc1ccc(Br)cc1CO)NCC(F)(F)F	105	0.3
CC(=O)NC1C(=O)Nc2ccccc2S(=O)(=O)C1c1ccccc1 (stereo unspecified)	102	-0.3
Cc1ccc(NC(=O)CN(c2ccccc2)S(=O)(=O)N(C)C)cc1Cl	105	0.1
CCc1ccc(-c2nc(CSCC(=O)N3CCN(c4ccccc4)CC3)c(C)o2)cc1	100	-0.4
O/C(=C\c1nc2ccccc2[nH]1)C(F)(F)F	103	0.8
O=C(O)c1ccc(/C=N/N2C(=O)c3cccc4cccc(c34)C2=O)cc1	100	-0.7
CCCN1CCC(Nc2ccc(SC)cc2)CC1	99	-0.3
CCOc1ccc2[nH]c(S(=O)(=O)CC)nc2c1Cl	101	0.1
S=C1NC2Nc3ccccc3C2=NN1CC1CCCO1 (stereo unspecified)	105	0.3
CCOc1ccc(NC(=O)c2sc3nc4c(cc3c2N)CCCCCC4)cc1	113	0.3
Clc1ncnc2c1oc1ccccc12	96	-1.6
COc1cccc(CNc2nccn(-c3ccc(OC)c(OC)c3)c2=O)c1	111	0.9
CCN(C(=O)C1CCN(S(=O)(=O)c2cccc3nonc23)CC1)c1ccccc1	105	1
O=C(Nc1nc(-c2ccc(Cl)cc2)cs1)C1c2ccccc2Oc2ccccc21	105	1.1
Cc1cc(C)cc(Nc2nc3ccccc3nc2-n2nc(C)cc2C)c1	102	-0.9
CC(O)c1cccc2ccccc12 (stereo unspecified)	101	0
COc1ccc(S(=O)(=O)N2CCN(C(=S)NCC3CCCO3)CC2)cc1OC (stereo unspecified)	102	0.3
CCOc1ccc(C2C(C(=O)Nc3ccccc3)=C(C)Nc3nc(SCc4cccc(OC)c4)nn32)cc1 (stereo unspecified)	106	-0.1
Cc1ccc2c(C(=O)CNc3nncs3)c(C)[nH]c2c1	100	-0.5
Cc1cccc(NC(=O)CNC(=O)COc2ccc3oc4ccccc4c3c2)c1C	104	0.3
COc1ccc(OC)c(NC(=O)Cn2cc(C(=O)c3ccc(Cl)cc3)c(=O)c3cc(OC)ccc32)c1	104	-0.1
Cc1ccc(CSCC(=O)NCCc2ccc(Cl)cc2)cc1	102	0.3
COc1cccc(N2CCN(C(=O)c3ccc(Cn4c(=O)[nH]c5cc(OC)c(OC)cc5c4=O)cc3)CC2)c1	104	-0.3
CC(=O)OC1CC(C)(C)N(O)C(C)(C)C1	101	-0.3
NC(N)=Nc1nc(CSCC/C(N)=N\S(N)(=O)=O)cs1	99	0
COC(=O)c1sc(NC(=O)c2ccc3c(c2)OCO3)c(C#N)c1C	102	0
CCc1ccc(NC(=O)Cn2ncn3c(cc4ccccc43)c2=O)cc1	112	1.8
COc1ccc(Cl)cc1NC(=O)Cn1nnc(C(=O)NCc2ccc3c(c2)OCO3)c1N	110	0.2
O=C(Nc1cc(S(=O)(=O)c2ccccc2)cs1)c1ccc(Cl)cc1	105	0.1
CC(=O)Nc1sc2c(c1CN1CCCCC1)CCCC2	102	-0.2
Cc1ccc2c(c1)C1C=CCC1C(c1ccc(N=Cc3ccccc3)cc1)N2 (stereo unspecified)	102	0.1
O=C(Nc1ccc(O)c(-c2nc3ccccc3o2)c1)c1cccs1	107	0.6
CC1(C)C2CCC1(CS(=O)(=O)Nc1ccccc1)C(=O)C2 (stereo unspecified)	105	0.3
Nc1ccc(C(=O)N2CCCCC2)cc1	108	0.6
CC(C)N(Cc1nc(-c2ccccc2)no1)C(=O)CCc1ccccc1	102	0
CCc1ccc(NC(=O)CSC2=Nc3ccccc3C3=NC(CCC(=O)NCCc4ccccc4)C(=O)N23)cc1 (stereo unspecified)	104	-0.7
CCc1ccc(S(=O)(=O)Nc2cc3c(cc2C)n(C)c(=O)c(=O)n3C)cc1	104	-0.6
CCOC(=O)c1cc(-c2ccccc2)nn1Cc1ccccc1	112	1.3
N#C/C(=C\C=C\c1ccccc1)C(=O)N1CCCC1	102	-0.1
COc1cccc(CNC(=O)C2CCN(c3nc4ccc(Cl)cc4[nH]3)CC2)c1	108	0.3
Cn1c(-n2cccc2)c(-c2c(-c3ccccc3)[nH]c3c2c(=O)n(C)c(=O)n3C)c(=O)n(C)c1=O	102	-0.3
CCCC(=O)N(c1ccc2oc3c(c2c1)CCCC3)S(=O)(=O)c1cc(C)ccc1C	99	-1.8
COC(=O)C1(C(=O)OC)Sc2ccccc2C1=O	101	-0.1
CCOC(=O)c1c(C)c(C(=O)C(F)(F)F)c2ccccn12	104	0.5
Cc1ccc2oc(-c3ccc(NC(=O)CCC(=O)O)cc3)nc2c1	108	0.8
CC1Cc2cc(S(=O)(=O)CCC(=O)NCc3ccccc3Cl)ccc2N1C(=O)C1CC1 (stereo unspecified)	109	0.2
CCN(CC)CCC(O)(c1ccccc1)C1CCCCC1 (stereo unspecified)	107	0.4
Further records:
SMILES	Polio RdRp inh	Polio RdRp inh FP z-score
COc1ccc2nc(NC(=O)C(C)C)sc2c1	99	-0.6
COc1ccc(-c2csc3nc(C)cc(C)[n+]23)cc1	100	-0.4
Cc1ccc2c(c1)c(=O)c1ccccc1n2CCCC(=O)Nc1c(F)cccc1F	103	-0.2
CCC1CCCCN1C(=O)COC(=O)/C=C/c1ccccc1Cl (stereo unspecified)	97	-0.7
O=C(c1cccnc1)N1CCN(C(c2ccccc2)c2ccccc2)CC1	101	-0.3
NC(=O)c1c(NC(=O)Nc2ccccc2)sc2c1CCCC2	107	0.3
Cc1ccc(Cl)cc1NS(=O)(=O)c1ccc2c(c1)NC(=O)CCS2	106	-0.5
COc1ccc(CNC(=O)CN2C3CCCC2CC(=O)NC3)cc1 (stereo unspecified)	102	0.4
CCN(Cc1nc(-c2cccc(C)c2)no1)C(=O)c1c(OC)cccc1OC	108	1.7
COc1cccc(OCC(=O)N2CCCc3ccccc32)c1	101	-0.3
Cc1nc2ccccc2n(C)c1=O	103	0.4
O=[N+]([O-])c1ccc(S(=O)(=O)N2CCn3cccc3C2c2ccccc2F)cc1 (stereo unspecified)	110	0.8
COc1ccccc1N1CCN(C(=O)c2cn(C)c3ccc(S(=O)(=O)N(C)C4CCCCC4)cc3c2=O)CC1	107	0.5
Cc1ccc(CCNC(=O)c2cn(C)c3ccc(S(=O)(=O)N(C)C4CCCCC4)cc3c2=O)cc1	106	0.3
O=C(Cn1ccn(-c2ccc(F)cc2)c(=O)c1=O)c1ccc(F)cc1	101	-0.4
Cc1cc(-c2ccc(C)c(S(=O)(=O)NC(c3cccs3)C(C)C)c2)on1 (stereo unspecified)	100	-0.4
O=C(NC1CCN(Cc2ccccc2)CC1)c1ccc(Cn2c(=O)c3ccccc3n(Cc3ccc(F)cc3)c2=O)cc1	104	-0.7
Cc1sc2ncnc(SCC(=O)N3CCCC3=O)c2c1C	102	0.2
O=C(Cn1c(=O)n(Cc2ccccc2)c(=O)c2sc3ccccc3c21)Nc1ccccc1F	101	-1.3
COc1ccccc1N1CCN(C(=O)CCc2nnc3n(C)c(=O)c4sccc4n23)CC1	102	-1
CCN(CC)c1cc(C)c2cc(NC(=O)c3cccc(F)c3)ccc2n1	106	0.3
O=C(CCC1N=C2c3ccccc3N=C(SCc3cccc(F)c3)N2C1=O)NC1CCCCC1 (stereo unspecified)	101	-1.3
COC(=O)c1ccccc1-c1cc(C)no1	101	0
Cc1occc1C(=O)Nc1ccc2ccccc2c1	102	0
CC(=O)Nc1ccc(C(=O)Nc2ccc(C)cc2)cc1	100	-0.2
COC(=O)Cn1cnc2sc3c(c2c1=O)CCCC3	107	0.4
CC(=O)c1ccc(NC(=O)c2cc(S(=O)(=O)N3CCOCC3)ccc2C)cc1	99	-0.8
c1ccc(N2CCN(c3c4c(nc5nncn35)CCC4)CC2)cc1	100	-1.2
O=C(NNc1ccccn1)C(c1ccccc1)c1ccccc1	101	-0.2
CCOC(=O)c1sc(Nc2ccccn2)nc1C	100	-0.6
CCOc1ccc(NC(=O)CC(=O)Nc2ccc(OCC)cc2)cc1	97	-0.4
CCc1ccccc1NC(=O)CSc1ncccc1C(=O)O	101	-1.4
O=C(Nc1sc2c(c1C(=O)O)CCC2)c1ccccc1	102	0
Cc1ccc(CSCCC(=O)N2CCN(c3ccc(F)cc3)CC2)cc1	107	-1
COc1ccc2oc(=O)cc(CN3CCN(c4cccc(C)c4)C(C)C3)c2c1 (stereo unspecified)	102	0
Cc1ccc(-n2c(=O)c3c(c4cc(C)ccc4n3C)n(CC(=O)NCc3ccccc3)c2=O)cc1	97	-2
CCCNC(=O)c1ccc(OC)c(OC(=O)c2ccccc2)c1	109	0.9
Cc1ccccc1Cn1cc(S(=O)(=O)c2ccc(Cl)cc2)c(=O)c2cc3c(cc21)OCO3	106	0.5
COc1cccc(NC(=O)COC(C)=O)c1	107	0.5
O=C(NC1CCCCCC1)c1n[nH]c(=O)c2ccccc12	105	2.7
CC(OC(=O)c1ccc(S(=O)(=O)C(F)F)cc1)C(=O)N1CCOCC1 (stereo unspecified)	97	-0.5
O=C1CC(c2ccccc2)Cc2[nH]c(=O)c(-c3nc(-c4ccc(Cl)cc4)cs3)cc21 (stereo unspecified)	110	1.1
COC(=O)c1c(-c2cccs2)csc1NC(=O)COc1ccc(C)cc1	96	-0.7
COC(CNC(=O)c1cccc(-n2c(=S)[nH]c3cc(Cl)ccc3c2=O)c1)OC	104	0.8
Cc1cccc(OCC(=O)NCc2ccc3c(c2)CCN3C(=O)c2ccc(Cl)cc2)c1	112	1.1

22 structures already listed, sorted by molecular weight, high to low.
SMILES	Polio RdRp inh	Polio RdRp inh FP z-score
O=C(CCC1N=C2c3ccccc3N=C(SCc3cccc(F)c3)N2C1=O)NC1CCCCC1 (stereo unspecified)	101	-1.3
Cc1ccccc1Cn1cc(S(=O)(=O)c2ccc(Cl)cc2)c(=O)c2cc3c(cc21)OCO3	106	0.5
Cc1ccc(-n2c(=O)c3c(c4cc(C)ccc4n3C)n(CC(=O)NCc3ccccc3)c2=O)cc1	97	-2
Cc1cccc(OCC(=O)NCc2ccc3c(c2)CCN3C(=O)c2ccc(Cl)cc2)c1	112	1.1
O=C1CC(c2ccccc2)Cc2[nH]c(=O)c(-c3nc(-c4ccc(Cl)cc4)cs3)cc21 (stereo unspecified)	110	1.1
COC(CNC(=O)c1cccc(-n2c(=S)[nH]c3cc(Cl)ccc3c2=O)c1)OC	104	0.8
CC(=O)c1ccc(NC(=O)c2cc(S(=O)(=O)N3CCOCC3)ccc2C)cc1	99	-0.8
COC(=O)c1c(-c2cccs2)csc1NC(=O)COc1ccc(C)cc1	96	-0.7
COc1ccc2oc(=O)cc(CN3CCN(c4cccc(C)c4)C(C)C3)c2c1 (stereo unspecified)	102	0
Cc1ccc(CSCCC(=O)N2CCN(c3ccc(F)cc3)CC2)cc1	107	-1
CCN(CC)c1cc(C)c2cc(NC(=O)c3cccc(F)c3)ccc2n1	106	0.3
c1ccc(N2CCN(c3c4c(nc5nncn35)CCC4)CC2)cc1	100	-1.2
CCc1ccccc1NC(=O)CSc1ncccc1C(=O)O	101	-1.4
CCCNC(=O)c1ccc(OC)c(OC(=O)c2ccccc2)c1	109	0.9
O=C(NNc1ccccn1)C(c1ccccc1)c1ccccc1	101	-0.2
O=C(Nc1sc2c(c1C(=O)O)CCC2)c1ccccc1	102	0
O=C(NC1CCCCCC1)c1n[nH]c(=O)c2ccccc12	105	2.7
COC(=O)Cn1cnc2sc3c(c2c1=O)CCCC3	107	0.4
CC(=O)Nc1ccc(C(=O)Nc2ccc(C)cc2)cc1	100	-0.2
CCOC(=O)c1sc(Nc2ccccn2)nc1C	100	-0.6
COc1cccc(NC(=O)COC(C)=O)c1	107	0.5
COC(=O)c1ccccc1-c1cc(C)no1	101	0

Full records, quoted from the list. Screens in order: Polio RdRp inh, Polio RdRp inh FP z-score
COc1ccc2oc(=O)cc(CN3CCN(c4cccc(C)c4)C(C)C3)c2c1 (stereo unspecified) is listed with 102, 0
COc1cccc(NC(=O)COC(C)=O)c1 is listed with 107, 0.5

Later entries:
SMILES	Polio RdRp inh	Polio RdRp inh FP z-score
Cc1ccc(C)c(C2C3CCCC=C3C(C#N)=C(N)C2(C#N)C#N)c1 (stereo unspecified)	107	0.3
COc1ccc(S(=O)(=O)Nc2cc(C(=O)NC3CCCCCCC3)ccc2N2CCOCC2)cc1	100	0
COc1ccc(-n2nc3ccc(NS(C)(=O)=O)cc3n2)cc1Cl	105	1
Cc1ccc2c(=O)cc(C(=O)Nc3ccc(S(=O)(=O)N(C)c4ccccc4)cc3)oc2c1C	101	-1.2
C=CCNc1nc(Nc2ccc(OC)cc2)nc(OC)n1	106	1.7
CCc1ccc2[nH]c(=O)c(C(c3nnnn3Cc3ccccc3)N(Cc3ccccc3)Cc3ccco3)cc2c1 (stereo unspecified)	101	-0.1
CCOC(=O)c1cccc(NC(=O)[C@H](CSCc2ccccc2)N2Cc3ccccc3C2=O)c1	107	0.7
O=C(/C=C/c1ccc2c(c1)OCO2)N1CCN(S(=O)(=O)/C=C/c2ccccc2)CC1	103	0.7
O=C1CC(c2nc3ccccc3[nH]2)CN1CCc1ccccc1 (stereo unspecified)	102	-0.1
COc1cccc(CNCCNC(=O)c2nonc2N)c1	103	-0.1
N#CCCN(Cc1cccnc1)C(=O)Nc1ccccc1	100	-0.1

From PubChem BioAssay

Not all compounds are listed. The share of hits here may be higher or lower than overall.
